ATXN2 expr inh = inhibitors of ATXN2 expression; HEK-293 ATXN2-luciferase reporter, luminescence, 24 h; Potency, µM (doses to about 57 µM), for inactives: at the top dose activity change, negative = inhibition, most hits filed as inhibitors; actives 0.72% (n = 360,000); AID 1745845; note: % is set by controls: 0 for no effect and ±100 for the full control effect; nearly all actives have a fitted effect of over 55% in size
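ATXN2-luciferase reporter cells (luciferase flanked by upstream and downstream ATXN2 gene portions) were treated 24 h at 37 °C with compounds at up to 57 uM. SteadyGlo luminescence gave expression; GF-AFC fluorescence gave viability.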
A549 viability = counter-screen for Nrf2 inhibitors: cytotoxicity in A549 cells; A549 ARE-Fluc cells, CellTiter-Fluor viability, 18-24 h; Potency, µM (titrated, usually from 46 µM), without a hit: at the top dose activity change, negative = cytotoxicity, usual class: inhibitors; actives 0.16% (n = 390,000); note: % is set by controls: 0 for no effect and ±100 for the full control effect
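Cytotoxicity counterscreen: CellTiter-Fluor fluorescence was measured in A549 ARE_Fluc cells after 18-24 h of compound exposure in a concentration series. The subsequent BugLite luminescent read reports ARE-luciferase activity.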
Nrf2 activator = activators of Nrf2 (ARE) signaling | AREc32 ARE-luciferase reporter (MCF7-derived line), luminescence, 24 h | Potency, µM (doses to about 46.1 µM), without a hit: at the highest dose activation, actives largely listed as activators | actives 0.31% (n = 410,000) | AID 624171; note: % of control where 0% means no effect; nearly all actives have a fitted effect of over 65% in size
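Nrf2 activation is followed as ARE-luciferase induction in the AREc32 line after one day of compound treatment; luminescence is read with Steady-Glo.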
Nrf2 inh = blocks Nrf2 signaling; Potency, µM (top dose mostly 46 µM), inactives show at the highest dose activity change, negative = inhibition, usual class: inhibitors; AID 504444; A549 ARE-Fluc reporter, luciferase luminescence, 18-24 h; actives 2.1% (n = 360,000); note: % is set by controls: 0 for no effect and ±100 for the full control effect; nearly all actives have a fitted effect of over 60% in size
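Quantitative HTS in A549 cells stably bearing an antioxidant response element-firefly luciferase construct. Inhibition of Nrf2-driven transcription was scored by luminescence after 18-24 h of compound exposure at 37 °C.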
S2 tox = viability counter-screen for ATXN expression inhibitors. S2 cells (HEK-293 line with an ATXN2-luciferase reporter) viability, CellTiter-Fluor protease fluorescence, 24 h. Potency, µM (series often up to 56.7 µM), usual class: cytotoxic. actives 0.49% (n = 400,000). AID 651635; note: nearly all actives have a fitted effect of over 40% in size
EPAC2 antagonist = antagonists of human EPAC2 | Q8WZA2 | Potency, µM (top dose mostly 114 µM), inactives show at the highest dose activity, negative = inhibition, hits mostly inhibitors | actives 0.18% (n = 360,000) | EPAC2 GEF exchange of Rap1B-BODIPY-GDP, fluorescence; note: % is set by controls: 0 for no effect and ±100 for the full control effect; nearly all actives have a fitted effect of over 45% in size; many of its hits are not listed in these tables
Target sequence (Q8WZA2 whole entry, looked up): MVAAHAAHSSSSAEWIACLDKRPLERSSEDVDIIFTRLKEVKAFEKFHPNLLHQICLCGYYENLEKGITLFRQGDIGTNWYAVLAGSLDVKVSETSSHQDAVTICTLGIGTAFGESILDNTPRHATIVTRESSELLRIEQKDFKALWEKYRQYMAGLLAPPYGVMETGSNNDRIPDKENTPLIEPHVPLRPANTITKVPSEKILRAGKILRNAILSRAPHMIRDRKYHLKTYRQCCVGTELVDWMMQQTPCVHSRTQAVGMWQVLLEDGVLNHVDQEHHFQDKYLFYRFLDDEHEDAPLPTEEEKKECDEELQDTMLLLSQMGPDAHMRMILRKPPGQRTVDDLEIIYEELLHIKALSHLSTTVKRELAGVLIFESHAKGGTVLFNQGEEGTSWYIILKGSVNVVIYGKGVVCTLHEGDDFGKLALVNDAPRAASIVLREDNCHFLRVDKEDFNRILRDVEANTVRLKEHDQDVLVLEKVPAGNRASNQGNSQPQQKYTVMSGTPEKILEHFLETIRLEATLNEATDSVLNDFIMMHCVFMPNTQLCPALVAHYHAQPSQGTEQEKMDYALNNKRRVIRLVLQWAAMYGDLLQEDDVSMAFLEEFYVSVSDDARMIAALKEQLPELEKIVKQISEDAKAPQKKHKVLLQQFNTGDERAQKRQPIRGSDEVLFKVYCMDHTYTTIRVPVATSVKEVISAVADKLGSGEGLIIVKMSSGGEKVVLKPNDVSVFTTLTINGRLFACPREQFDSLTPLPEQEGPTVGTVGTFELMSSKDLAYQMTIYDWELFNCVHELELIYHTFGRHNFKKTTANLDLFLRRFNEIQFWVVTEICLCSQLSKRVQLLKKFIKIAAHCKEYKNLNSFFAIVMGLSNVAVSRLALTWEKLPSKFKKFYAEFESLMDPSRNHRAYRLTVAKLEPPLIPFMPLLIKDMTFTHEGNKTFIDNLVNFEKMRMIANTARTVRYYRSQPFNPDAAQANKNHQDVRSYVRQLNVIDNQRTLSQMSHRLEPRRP
TGFb inhibitor = blocks TGF-b signaling; HepG2 CAGA-GFP TGF-b/SMAD3 reporter, GFP fluorescence, 18 h; TGF-beta stimulated, 500 pg/mL final; Potency, µM (titrated, usually from 46.1 µM), for the others: at the top dose activity, negative = inhibition, usual class: inhibitors; actives 1.2% (n = 410,000); AID 588855; note: % is set by controls: 0 for no effect and ±100 for the full control effect; nearly all actives have a fitted effect of over 65% in size
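Inhibition was scored as loss of TGF-beta-induced (500 pg/mL final, 18 hours, 37 degrees C) GFP in HEPG2 cells carrying a CAGA-GFP reporter, in DMEM with 1% FBS. Well GFP was summed per cell; Activity was normalised to unstimulated and stimulated DMSO wells, then concentration-response fitting.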
HepG2 tox = HepG2 cytotoxicity, counter-screen for TGF-b inhibitors; HepG2 CAGA-GFP viability, ATP luminescence, 18 h; Potency, µM (top dose mostly 46.1 µM), inactives show top-dose activity change, negative = cytotoxicity, actives largely listed as cytotoxic; actives 0.76% (n = 410,000); note: some results filed as inactive show a strong effect at the top dose
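CellTiter-Glo luminescence gave cytotoxicity after 18 hours at 37 degrees C. The cells were HepG2 CAGA-GFP in 1% FBS DMEM, stimulated with 500 pg/mL TGF-beta after compound addition. %Activity was normalised to no-cell wells (complete cell-killing) and DMSO (no toxicity), and curves were fitted and classified.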
MCF10A rereplic = induces DNA re-replication in MCF 10a normal breast cells | MCF 10A DNA re-replication, Hoechst nuclear intensity, 48 h | Potency, µM (highest dose often 46.1 µM), without a hit: at the highest dose activity, positive = re-replication, actives largely listed as activators | actives 2.9% (n = 350,000); note: % of control where 0% means no effect; nearly all actives have a fitted effect of over 50% in size
Active calls of the source: *; i = inactive; ? = inconclusive; / = not tested or not shown; [ ] = dose if it differs, or a comment. Calls come from the whole dose curve; as a rule, active = well fitted curve in the direction sought with a large enough effect; inconclusive = small, poorly fitted or top-dose-only effect, or another doubt; inactive = no such curve, though single readings can be large; an effect the other way counts as inactive or inconclusive. Potency is the fitted concentration of half-maximal effect. A portion of the library; count on the stated rates, not on these rows.

SMILES | ATXN2 expr inh | A549 viability | Nrf2 activator | Nrf2 inh | S2 tox | EPAC2 antagonist | TGFb inhibitor | HepG2 tox | MCF10A rereplic
Cc1ccc(OCCOCCN2CCN(C)CC2)c(C(C)(C)C)c1 | / | -4.3% | 2.9% | 0.2% | i | 7.1% | 1.9% | -15.4% | 6.5%
CCOc1ncccc1C(=O)N(C)CC(=O)Nc1ccc(F)cc1 | 4.4% | -0.3% | 0.3% | 3.3% | i | 9.0% | -0.7% | 1.6% | ?
O=C(OCc1c(-c2ccccc2)ncc2ccccc12)c1cccc(Br)c1 | 1.8% | 8.1% | 0.1% | -25.1% | i | 3.0% | -12.5% | -0.5% | 16.5%
COc1ccc(CNC(=O)OC23CN(C(=O)OC(C)C)N(C(=O)OC(C)C)CC2(O)CN(S(=O)(=O)c2ccc(C)cc2)C3)cc1OC (configuration not stated) | -12.2% | / | -0.6% | / | ? | -19.8% | -28.8% | -9.6% | /
CS(=O)(=O)N(CC(=O)NCCSCc1ccccc1)c1ccccc1F | -11.6% | -0.2% | 0.4% | 0.9% | i | -5.7% | -15.0% | -3.6% | 12.6%
Cc1c(C(=O)O)cccc1-c1ccc(C=O)o1 | 15.3% | 1.8% | 1.5%[9.22 µM] | 23.4% | i | 4.1% | 0.0% | -39.3% | -3.2%
COC(=O)C1=NNC2C(=O)N(c3ccc(C)cc3)C(=O)C12 (configuration not stated) | / | -4.4% | -0.5% | -13.7% | i | -6.4% | -9.0% | 1.1% | -5.1%
O=C(CCSCCC(=O)NCc1ccccc1)NCc1ccccc1 | 4.1% | 4.7% | 0.5% | 6.7% | i | 8.5% | -15.3% | -1.8% | -13.2%
CCOC(=O)C1CCN(C(=O)CC(NS(=O)(=O)c2ccc(OC)cc2)C(C)C)CC1 (configuration not stated) | -0.4% | -2.5% | -0.4% | 2.5% | i | 14.2% | 11.4% | -0.7% | 1.0%
CC1(C(=O)NS(=O)(=O)c2ccccc2Cl)CCN1C(=O)Cc1cccc2ccccc12 (configuration not stated) | -4.7% | / | -0.3% | / | i | -13.7% | -5.9% | -7.9% | /

Looked up by structure from the entries so far, 4 records:
SMILES | ATXN2 expr inh | A549 viability | Nrf2 activator | Nrf2 inh | S2 tox | EPAC2 antagonist | TGFb inhibitor | HepG2 tox | MCF10A rereplic
Cc1c(C(=O)O)cccc1-c1ccc(C=O)o1 | 15.3% | 1.8% | 1.5%[9.22 µM] | 23.4% | i | 4.1% | 0.0% | -39.3% | -3.2%
O=C(OCc1c(-c2ccccc2)ncc2ccccc12)c1cccc(Br)c1 | 1.8% | 8.1% | 0.1% | -25.1% | i | 3.0% | -12.5% | -0.5% | 16.5%
CCOC(=O)C1CCN(C(=O)CC(NS(=O)(=O)c2ccc(OC)cc2)C(C)C)CC1 (configuration not stated) | -0.4% | -2.5% | -0.4% | 2.5% | i | 14.2% | 11.4% | -0.7% | 1.0%
COC(=O)C1=NNC2C(=O)N(c3ccc(C)cc3)C(=O)C12 (configuration not stated) | / | -4.4% | -0.5% | -13.7% | i | -6.4% | -9.0% | 1.1% | -5.1%

The listing continues.
SMILES | ATXN2 expr inh | A549 viability | Nrf2 activator | Nrf2 inh | S2 tox | EPAC2 antagonist | TGFb inhibitor | HepG2 tox | MCF10A rereplic
O=C(NNC(=O)c1cc2ccccc2o1)c1ccc(Cl)cc1 | -2.7% | -3.6% | 0.4% | 1.8% | i | -2.9% | 2.3% | 6.0% | 0.8%
FC(F)(F)c1ccc(Oc2ccc3cc(Br)ccc3c2)nc1 | 6.3% | 0.8% | 3.5% | 4.5% | i | 4.2% | -11.7% | -18.3% | 17.6%
O=C(c1ccc(Br)cc1)N1CCN(c2ncccn2)CC1 | -3.7% | -10.3% | -2.8% | ? | ? | 1.6% | 6.9% | -45.1% | 7.6%
COc1ccc(C(=O)NC2CCN(C(=O)NC3CCCCC3)CC2)cc1 | 0.4% | -24.2% | 0.1% | -1.8% | ? | 6.6% | 11.5% | 0.3% | 2.8%
O=[N+]([O-])c1cc(/C=N/O)ccc1N1CCCC1 | / | -1.2% | 3.0% | 9.3% | i | ? | -13.1% | -0.2% | -7.2%
O=C(NCc1n[nH]c(=S)n1-c1ccc([N+](=O)[O-])cc1)c1ccc(S(=O)(=O)N2CCOCC2)cc1 | / | 0.0% | 0.3% | ? | i | 0.2% | 14.0% | -66.0% | -5.2%
Cc1ccc(OCC(O)CN2C(=O)NC(C)(C)C2=O)c(C)c1 (configuration not stated) | 6.1% | 6.2% | -0.1% | 14.6% | i | 1.3% | -3.6% | 2.1% | 7.4%
Cc1ccc(NC(=O)CCc2nnc3ccc(NCc4ccco4)nn23)cc1 | 0.7% | -2.3% | 23.1% | ? | i | 0.1% | 2.8% | -20.1% | 1.4%
COc1cccc(NC(=S)N(CCc2ccc(OC)c(OC)c2)Cc2ccccn2)c1 | -8.5% | 0.1% | 3.0% | ? | i | -18.6% | -5.8% | -15.9% | -30.0%[inhibitor]
COc1ccc(N2CCN(Cc3cc(=O)oc4cc(C)c(Cl)c(C)c34)CC2)cc1 | 18.8% | -2.6% | 0.0% | ? | i | 9.0% | 0.0% | -2.0% | ?
O=C(CN1C(=O)C2(SCC(=O)N2c2ccc(F)c(F)c2)c2ccccc21)NCCc1ccccc1 (configuration not stated) | -1.6% | -1.5% | 3.7% | ? | i | / | -14.1% | -10.8% | /
COC(=O)c1c(-c2ccc(OC)cc2)sc2ccc(OC)cc12 | 24.7% | 16.9% | 11.6% | ? | i | ? | ? | -16.1% | 86.2%
O=C(NCc1nc2ccccc2[nH]1)C1=C[C@H](c2ccc3c(c2)OCO3)C[C@H](OCCCCO)O1 | 5.6% | 0.2% | 0.2% | 5.4% | i | -11.0% | ? | -13.2% | -23.4%
CCCCC(C(=O)NC1CCCC1)N(Cc1ccccc1)C(=O)c1snc(C(N)=O)c1N (configuration not stated) | -5.1% | ? | 0.4% | ? | ? | -15.8% | -9.4% | -5.6% | 29.9%
COc1ccc(C(=O)NCCn2cc(SCC(=O)Nc3ccc(C)cc3)c3ccccc32)cc1 | ? | -26.5% | -0.8% | / | ? | / | ? | -2.5% | /
O=C(CC[C@H]1O[C@@H](n2cnc3c(NC(=O)c4ccccc4)ncnc32)[C@H](O)[C@@H]1O)NCc1ccc(OC(F)(F)F)cc1 | -8.4% | / | 2.9% | / | i | 0.5% | -0.4% | -24.5% | /
COc1ccc(OC)c2[nH]c(=O)c(CCNC(=O)c3cccs3)cc12 | -6.7% | -5.4% | -1.0% | -11.7% | i | 10.4% | -15.9% | -6.5% | -1.7%
CCOC(=O)c1ccc(N2C(=O)C3C(/C=C/c4ccccc4)OC4(C(=O)c5ccccc5C4=O)C3C2=O)cc1 (configuration not stated) | 0.0% | -1.7% | 0.1% | ? | i | -2.0% | 9.0% | -12.7% | 25.9µM*
CCOC(=O)c1ccc(NC(=O)CSc2nc3sc(C(=O)O)c(C)c3c(=O)[nH]2)cc1 | -4.9% | -2.3% | 2.3% | 28.9% | i | 8.4% | -0.3% | 7.5% | 7.1%
CCN(CC)S(=O)(=O)c1ccc(OC)c(NC(=O)CSc2cc(Cl)ccc2Cl)c1 | 11.3% | -3.1% | -0.1% | ? | i | -1.2% | 4.6% | -4.1% | 11.7%
CC1(CC(=O)N/N=C/c2ccc(OCc3ccc(Cl)cc3Cl)cc2)OCCCO1 | 11.5% | -7.3% | 3.0% | ? | i | -10.7% | -9.7% | -28.3% | ?
O=c1[nH]c2ccccc2nc1/C=C/c1ccccc1 | 55.2%[activator] | -3.0% | ? | ? | i | 21.3% | 10.8% | -20.2% | 3.66µM*
CCCN(CCC)Cc1c(C(=O)N/N=C/c2ccncc2)nnn1-c1nonc1N | 0.7% | 9.8% | 0.2% | 17.5% | i | 12.4% | -10.9% | -16.3% | -0.7%
COc1ccc(CCNC(=O)C2CC(=O)N(c3ccc(C)cc3)C2)cc1 (configuration not stated) | 2.2% | 1.2% | -0.9% | -5.2% | i | -1.2% | -6.6% | -9.1% | 15.5%
CCCn1nc(C(=O)NCCN2CCOCC2)c2ccccc2c1=O | -13.7% | 1.8% | -0.1% | -10.8% | i | -3.2% | -1.6% | 0.6% | 5.8%
S=C(c1ccc2c(c1)OCO2)N1CCCCCC1 | 2.9% | -10.7% | -0.1% | 21.3% | i | -0.9% | 8.2% | -15.5% | 14.8%
COc1ccc(C(=O)N2CCCCC2)cc1S(=O)(=O)Nc1ccccc1 | 8.9% | -5.8% | -0.6% | 0.5% | i | 1.4% | -2.5% | -1.5% | -6.6%
COc1ccc(N=Cc2cccc(C)c2O)cc1Cl | -6.5% | 2.1% | 0.3% | 10.5% | i | 10.9% | 5.6% | -9.9% | 6.4%
CC(C)=CCCC1=CCC(/C=N/NC(N)=O)C(C)C1 (configuration not stated) | -21.0% | 8.4% | 0.3% | -28.0% | i | -11.3% | -8.5% | -33.7% | 1.7%
COc1ccc(C(=O)NC(NC(=O)c2ccc(OC)cc2)c2ccccc2F)cc1 | -30.0% | 2.6% | -0.8% | -1.8% | i | 7.7% | -1.2% | 0.0% | -8.5%
CC(C)CC1=NN2C(=N)/C(=C\c3coc4ccccc4c3=O)C(=O)N=C2S1 | 0.5% | -7.9% | 3.9% | 16.3% | i | 159.3%[activator] | 26.0% | -19.4% | 8.0%
CC(C)(C)c1[nH]nc2c1C(Cc1ccccc1)C(C#N)=C(N)O2 (configuration not stated) | ? | -6.7% | 3.2% | -18.0% | i | -7.3% | -11.8% | 4.7% | -4.8%
CC(C)c1cccc(C(C)C)c1NC(=O)Cn1c(=O)cnc2ccccc21 | / | -17.1% | -0.6% | -8.2% | i | 0.3% | -14.9% | -31.8% | 6.5%
O=C(Cc1cccc2c(=O)cc(-c3ccccc3)oc12)OCCN1CCOCC1 | 11.4% | / | -0.8% | / | i | -2.5% | -3.3% | 1.7% | /
CC(C)Oc1cccc(C(=O)NC(=S)Nc2cccc(C(F)(F)F)c2)c1 | -10.5% | ? | 2.7% | / | i | -3.4% | ? | -13.0% | -0.1%
O=C(CSc1ncn[nH]1)N1CCOCC1 | / | 1.0% | -0.2% | 12.4% | i | 6.6% | -13.2% | -9.8% | 20.4%

Bioassay records deposited in PubChem BioAssay by National Center for Advancing Translational Sciences (NCATS).
